GPR55 beta-arrestin – GPR55 agonists via beta-arrestin recruitment, primary screen, imaging, U2OS cells, beta-arrestin-GFP redistribution (AID 1961). G-protein coupled receptor 55 (Homo sapiens). U2OS GPR55 beta-arrestin-GFP redistribution imaging; higher % means a stronger effect. one-dose activation, % at 10 µM; EC50 in µM for titrated hits. 290,000 compounds, 0.048% hits;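 active = activation above 40% with more than 50 cells counted in the well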;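 also: U2OS osteosarcoma cells stably expressing GPR55 and beta-arrestin-GFP; plate controls were DMSO negative control for no effect and LPI positive control for full effect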
NTR1 ag – agonists of NTR1, primary screen, imaging, U2OS cells, beta-arrestin-GFP, high content (AID 493036) | 330,000 compounds, 0.17% hits | NTR1-U2OS beta-arrestin-GFP spot imaging, agonist mode | Neurotensin receptor type 1 (Homo sapiens), P30989 | activation, % at 20 µM;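 active = activation at or above 40% of the spot to cytoplasm intensity ratio, with at least 20 cells analyzed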;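 also: 0% = DMSO without peptide and 100% = 100 nM NTR1 peptide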
Target sequence (P30989 whole entry, looked up): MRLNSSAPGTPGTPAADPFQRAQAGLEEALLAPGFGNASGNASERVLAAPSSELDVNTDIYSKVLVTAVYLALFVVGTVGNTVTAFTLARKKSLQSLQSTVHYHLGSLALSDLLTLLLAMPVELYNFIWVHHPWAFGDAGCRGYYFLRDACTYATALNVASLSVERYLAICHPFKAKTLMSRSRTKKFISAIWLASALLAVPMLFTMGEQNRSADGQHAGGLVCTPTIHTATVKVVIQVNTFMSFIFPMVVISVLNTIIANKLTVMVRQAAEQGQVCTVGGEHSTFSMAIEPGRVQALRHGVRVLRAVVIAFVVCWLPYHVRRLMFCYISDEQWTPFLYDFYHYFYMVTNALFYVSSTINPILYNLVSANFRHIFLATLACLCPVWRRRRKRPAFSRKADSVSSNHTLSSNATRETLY
GPR35 arrestin U2OS – GPR35 antagonists blocking zaprinast-driven arrestin recruitment, primary screen, imaging, U2OS, beta-arrestin-GFP, zaprinast agonist (AID 2058). U2OS GPR35 beta-arrestin-GFP translocation imaging, zaprinast antagonism; higher % means a stronger effect. inhibition, % at 10 µM, or IC50 in µM where a hit was titrated. 290,000 compounds, 0.052% hits;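 active = inhibition of at least 50% with at least 30 cells and total cytoplasm GFP at most 10,000,000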
KOR beta-arrestin-1 – KOR antagonists, beta-arrestin recruitment, cell-based, luminescence, uHTS (AID 1778). Kappa-type opioid receptor (Homo sapiens). KOR beta-arrestin recruitment, luminescence, antagonist mode; higher % means a stronger effect. one-dose inhibition, % at 10 µM; IC50 in µM for titrated hits. 290,000 compounds, 0.091% hits; in the data active = inhibition above about 50%; also: strong numbers were not always called active
PhoP inhibition – inhibitors of PhoP regulon expression, primary screen, Salmonella Typhimurium, GFP reporter (AID 1863); S. Typhimurium PhoP-regulated promoter GFP reporter, 4 h; higher % means a stronger effect; one-dose inhibition, % at 50 µM; IC50 in µM for titrated hits; 300,000 compounds, 0.16% hits;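 active = inhibition over 29.93%, a cutoff 3 SD above the screen mean, later confirmed by dose response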;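 also: 0% = low Mg2+ inducing control and 100% = high Mg2+ repressing control; strong numbers were not always called active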
West Nile antiviral – West Nile virus antiviral activity, cell-based, CPE readout (AID 1621) | West Nile virus-infected cells, CPE inhibition; higher % means a stronger effect | CPE inhibition, % at 10 µM; hits with a dose series show IC50 in µM | 290,000 compounds, 0.02% hits; in the data active = a potency from the dose series; also: strong numbers were not always called active
GPR55 LPI antagonism – GPR55 antagonists blocking LPI-driven arrestin recruitment, primary screen, imaging, U2OS, beta-arrestin-GFP, LPI agonist (AID 2013). G-protein coupled receptor 55 (Homo sapiens). U2OS GPR55 beta-arrestin-GFP translocation imaging, LPI antagonism; higher % means a stronger effect. inhibition, % at 10 µM; hits with a dose series show IC50 in µM. 290,000 compounds, 0.13% hits;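 active = spots per cell inhibited over 60%, with over 100 cells counted and total cytoplasm intensity under 500,000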;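 also: U2OS cells stably carrying GPR55 and arrestin-GFP stimulated by 5 µM LPI near EC80; imaged beta-arrestin-GFP aggregate spots per cell after agonist stimulation; plate controls were LPI-stimulated DMSO wells for no effect and DMSO wells without LPI for full effect; some results filed as inactive read as strong as hits; confirmed hits need IC50 under 10 µM and bright autofluorescent wells are also inconclusive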
KOR beta-arrestin-2 – KOR agonists, beta-arrestin recruitment, primary screen, cell-based, luminescence, uHTS (AID 1777). Kappa-type opioid receptor (Homo sapiens). KOR beta-arrestin recruitment, luminescence; higher % means a stronger effect. activation, % at 10 µM; hits with a dose series show EC50 in µM. 280,000 compounds, 0.02% hits; in the data active = activation above about 50%, passing the limit was not always enough; also: a part of the inactive calls stands beside numbers as strong as those of hits
T cell modulator – modulators of CD8 T cell-vesicle binding, primary screen, mouse 2C CD8+ T cells, flow cytometry; 2C CD8+ T cell-vesicle binding; hits give low values; calls only at 7 µM; 330,000 compounds, 0.068% hits; AID 2052, 2009;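 active = response, share of CD8 T cells binding vesicles, and their 90th percentile fluorescence all below set limits, cut at about 80% in these data, passing the limit was not always enough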
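System: murine 2C transgenic CD8+ T lymphocytes; also added: QL9-loaded Drosophila micro-vesicles; times: binding 1.5 h at 37 °C; measured by: flow cytometry, PE anti-B7-1 (FL2) versus Alexa647 anti-CD8 (FL8), PFA-fixed; control set: Peptide-free naked vesicles (low) and QL9 vesicles with 0.7% DMSO vehicle (high)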
T cell modulator vesicle-bound % – also measured in T cell modulator; calls as there; double positive events, %; measured here: CD8+ vesicle-bound cell fraction;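 binding gate set so that unloaded-vesicle control wells show 10% double positive cells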
NTR1 ag cell count 20 µM – recorded beside NTR1 ag, whose call it bears; cell count; measured here: cell count, cytotoxicity flag
* marks the source's active call; other numbers are inactive results; i = inactive; / = no result given; [ ] = dose if it differs, or a comment.

SMILES	GPR55 beta-arrestin	NTR1 ag	NTR1 ag cell count 20 µM	GPR35 arrestin U2OS	KOR beta-arrestin-1	PhoP inhibition	West Nile antiviral	GPR55 LPI antagonism	KOR beta-arrestin-2	T cell modulator	T cell modulator vesicle-bound %
O=C(C1CCCN(Cc2cccc(F)c2)C1)N1CCCCC1 (stereo unspecified)	-0.1%	1.5	79	1%	-8%	0%	-0.2%	-7%	4.1%	i	40
COc1ccc(CC(=O)Nc2nnc(C)s2)cc1	0.0%	3.7	63	21%	17%	-4%	0.0%	-5%	-0.2%	i	62
CCOC(=O)C(NC(=O)c1ccc(OC)cc1)(N1CCOCC1)C(F)(F)F (stereo unspecified)	-0.1%	-2.2	49	4%	-5%	17%	-0.4%	9%	-2.1%	i	23
COC(=O)c1ccc(CSc2nnc(NC(=O)c3cc4c(s3)CCCC4)s2)cc1	0.2%	-0.4	46	-1%	-24%	-8%	0.3%	-3%	-1.6%	i	14
CCN(CC)CCSc1nc(O)c(Cc2ccccc2)c(=O)n1-c1ccccc1	-0.3%	-0.6	39	0%	-65%	9%	-1.1%	-2%	-1.0%	i	27
Cc1ccc(NC(=O)CCC(=O)OC(C)C(=O)c2ccccc2)cc1 (stereo unspecified)	-0.2%	-0.3	55	-18%	-12%	-1%	0.0%	6%	-0.2%	i	30
CCN(C(=O)COC(=O)CSc1ccc(C(N)=O)cc1[N+](=O)[O-])C1CCCCC1	0.3%	0.4	71	-17%	16%	1%	1.4%	7%	0.3%	i	4
CC[n+]1c(C)sc2cc(C)ccc21	-0.1%	1.3	93	12%	-37%[20 µM]	0%	2.0%	-1%	/	i	46
O=C(COC(=O)/C=C/c1ccc(Cl)cc1)NCCc1ccccc1	-0.2%	0.0	92	3%	4%	-1%	0.0%	5%	-2.7%	i	62
Cc1[nH]c(=O)c(C(=O)/C=C/c2ccccc2)c2c1CCCC2	0.3%	2.4	76	1%	4%	1%	-0.7%	15%	-3.2%	i	18
O=C(CNC(=O)c1cccc(Br)c1)N/N=C/c1ccc[nH]1	-0.3%	-0.7	41	-1%	-19%	-2%	1.9%	20%	4.0%	i	41
CCC1=Nc2cc(C(=O)NCc3ccco3)ccc2Sc2ccc(Cl)cc21	-0.1%	8.1	60	2%	19%	6%	-1.0%	-9%	3.7%	i	43
N=c1c(C(=O)NC2CCCCC2)cc2c(=O)n3ccccc3nc2n1CC1CCCO1 (stereo unspecified)	0.5%	0.1	57	3%	12%	0%	-0.9%	2%	-1.5%	i	10
O=C(CCNC(=O)c1ccc(Br)o1)NC1CCCC1	-0.1%	1.4	83	-14%	17%	-13%	-0.4%	-5%	2.0%	i	20
Cc1ccc(OCc2ccc(C(=O)NN)o2)c([N+](=O)[O-])c1	0.3%	1.2	41	-2%	7%	-6%	-0.3%	5%	-3.2%	i	36
Cc1ccc(S(=O)(=O)N2CCOCC2)cc1NC(=O)COC(=O)c1ccc2c(c1)OCCO2	0.4%	-0.6	83	-7%	-6%	-11%	0.4%	0%	-0.3%	i	54
COc1ccccc1C(=O)CC(=O)c1ccccc1	-0.3%	-0.1	63	2%	-29%[20 µM]	2%	0.5%	-22%	3.2%	i	48
COc1ccc(C(O)P(=O)(OC2CCCCC2)c2ccc(N(C)C)cc2)cc1OC (stereo unspecified)	1.0%	-0.7	77	6%	15%	-11%	-0.5%	2%	-6.7%	i	34
Cc1cccc(C)c1NC(=O)CN(C1CCCCC1)S(C)(=O)=O	-0.2%	-0.5	60	2%	-29%	-7%	-0.6%	6%	-2.0%	i	52
Cc1cc(NC(=O)c2cnn3c(C(F)(F)F)cc(-c4ccccc4)nc23)no1	-0.1%	5.2	52	-4%	-58%	15%	1.3%	-11%	2.4%	i	15
C=CCN1C(=O)C(Cc2ccc(OC)cc2)S/C1=N\N=C\c1cccs1 (stereo unspecified)	-0.1%	1.8	37	-1%	-52%	-13%	-0.3%	13%	6.8%	i	25
CCC(C)NC(=O)c1n[nH]c(=O)c2ccccc12 (stereo unspecified)	/	1.5	80	/	/	0%	0.3%	/	/	i	26
CC(C)(C)SCCNC(=O)CSCc1ccc([N+](=O)[O-])cc1	0.2%	-2.5	71	10%	-20%	0%	/	-7%	5.1%	i	38
CCOC(=O)c1cc2c(=O)n3ccccc3nc2n(Cc2ccccc2)c1=N	-0.1%	-5.1	88	-17%	-8%	-10%	-0.2%	<0.5µM*	-2.5%	i	29
Cc1ccc(CC(=O)N2CCN(c3ccc([N+](=O)[O-])cc3)CC2)cc1	-0.2%	-1.1	61	8%	8%[20 µM]	14%	-2.3%	-1%	-8.3%	i	56
O=S(=O)(c1ccc(Br)cc1)N1CCN(Cc2ccco2)CC1	-0.2%	-0.4	69	-5%	-26%	-1%	-0.1%	7%	3.5%	i	7
CCOc1ccc(CNC(=O)c2ccc(Sc3ccc(C)cc3)c(NC(C)=O)c2)cc1OC	-0.2%	1.4	43	10%	1%	17%	-0.8%	-19%	1.4%	i	45
COc1ccc(NC(=S)NC(NC(=O)c2ccccc2Cl)C(Cl)(Cl)Cl)c([N+](=O)[O-])c1 (stereo unspecified)	-0.1%	2.2	57	9%	7.4µM*	25%	-1.2%	6%	-5.0%	i	16
COc1cc(O)c2c(=O)cc(-c3ccccc3)oc2c1	0.1%	-0.5	84	4%	-21%	-3%	0.0%	14%	4.7%	i	28
COc1ccc(C(=O)NNC(=O)COc2ccc(Cl)cc2)c(OC)c1	0.5%	-0.8	53	8%	-8%	-5%	-0.2%	-2%	0.3%	i	5
COc1ccc(N2CCN(C(=O)c3ccc(Cn4nc(C)c([N+](=O)[O-])c4C)o3)CC2)cc1	0.0%	3.6	53	-3%	-5%	/	-1.2%	-11%	-2.5%	/	/
COC(=O)C1=C(C)N(Cc2ccco2)C(=O)/C1=C\c1ccc([N+](=O)[O-])cc1	0.2%	12	55	-9%	-9%[20 µM]	3%	-0.1%	25%	-0.5%	i	47
N#C/C(=C/c1ccccc1OCc1ccc(F)cc1)c1ccc(C(=O)O)cc1	-0.2%	0.1	54	-7%	-20%[20 µM]	-3%	-0.6%	-13%	-3.5%	i	51
CCOC(=O)CN(C#N)c1nc(N(C)C)nc(N(C)C)n1	0.1%	-1.3	56	-11%	-2%	0%	-0.1%	3%	-7.3%	i	36
Fc1ccc(CNCc2ccccc2Cl)cc1	0.2%	-1.1	52	-6%	24%	5%	-0.4%	-8%	-2.3%	i	22
COc1ccc(C(=O)N/C(=C\c2ccccc2)C(=O)Nc2cccc(C(=O)O)c2)cc1	0.3%	-0.5	67	-5%	6%	-4%	-0.4%	11%	1.5%	i	57
CCOc1ccc(-c2noc(=O)[nH]2)cc1	-0.1%	1.3	63	2%	29%	3%	0.8%	12%	-1.7%	i	41
COC(=O)c1coc(-c2ccc(C)cc2)c1C(=O)OC	-0.2%	0.0	70	18%	-4%	6%	0.4%	-5%	-6.8%	i	57
COc1ccc(S(=O)(=O)n2oc(=O)cc2-c2ccccc2)cc1	0.0%	1.8	42	-6%	-4%	-5%	-0.1%	-9%	0.0%	i	58
CC1CCc2c(sc3nc(C(C)(C)C)nc(N4CCN(C(=O)CCl)CC4)c23)C1 (stereo unspecified)	17%	38	51	0%	-28%[20 µM]	-1%	-2.8%	9%	9.6%	i	71
CCn1c(COc2ccccc2C)nnc1SCC(=O)CC(=O)Nc1ccccc1OC	-0.1%	0.5	77	10%	12%	1%	-0.8%	18%	-4.6%	i	32
Cc1ccccc1CSc1nc(-c2ccccc2)cc(=O)[nH]1	0.5%	-1.3	63	6%	2%	-6%	0.1%	-6%	1.1%	i	54
CCc1ccc(NS(=O)(=O)c2c(C)nc3sc(CC)nn3c2=O)cc1	-0.1%	5.1	45	3%	-35%[20 µM]	/	-1.4%	-8%	-4.1%	i	55
O=C(NS(=O)(=O)c1ccc(Cl)s1)c1ccccc1	-0.2%	0.2	60	2%	12%	9%	-0.5%	10%	-0.9%	i	56
Cc1sc2nc(COC(=O)C(NC(=O)c3ccc(Cl)cc3Cl)C(C)C)[nH]c(=O)c2c1C (stereo unspecified)	-0.2%	2.8	81	-1%	-4%	-9%	0.1%	7%	7.9%	i	36
O=[N+]([O-])c1cccc(OCCN2CCC(Cc3ccccc3)CC2)c1	-0.1%	0.2	69	3%	-15%[20 µM]	0%	-1.0%	6%	-4.9%	i	27
COc1ccc([N+](=O)[O-])c(OC)c1C(=O)NC(=O)Nc1c(C)cccc1C	-0.1%	4.1	86	3%	6%	-3%	0.1%	-12%	0.0%	i	28
O=C(N=C1SC2CS(=O)(=O)CC2N1c1ccc(Cl)cc1Cl)C1CC1 (stereo unspecified)	-0.2%	-0.9	69	-14%	-26%	-2%	-0.7%	-2%	-3.6%	i	33
COc1cccc(NC(=O)c2nc3nc(C)cc(C(F)F)n3n2)c1	0.2%	-0.4	37	16%	26%	10%	0.3%	2%	-0.6%	i	51
CC1=CS(=O)(=O)CC1Sc1ncn[nH]1 (stereo unspecified)	0.1%	-2.0	71	-5%	11%	-1%	0.4%	10%	-3.0%	i	26
O=C(N/N=C1\C2CN3CCN(C2)CC1(c1ccccc1)C3)Nc1ccccc1	0.5%	0.0	37	2%	2%	2%	-0.5%	7%	-3.8%	i	52
COc1ccc(-c2nc(SC(CC(=O)NCc3ccccc3)c3ccc(OC)c(OC)c3)n[nH]2)cc1 (stereo unspecified)	0.2%	-0.6	88	2%	-9%	-1%	-0.7%	-3%	-3.5%	i	56
COc1ccc(CC(=O)NCc2nc(-c3ccccc3)no2)cc1	-0.1%	1.1	53	-12%	-22%[20 µM]	6%	-0.4%	-12%	0.4%	i	42

Results in West Nile antiviral (two entries from above):
canonical_smiles,West Nile antiviral
Cc1ccccc1CSc1nc(-c2ccccc2)cc(=O)[nH]1,0.1%
CC1=CS(=O)(=O)CC1Sc1ncn[nH]1 (stereo unspecified),0.4%

Screening data deposited in PubChem BioAssay by several laboratories.
